Screens from PubChem.
HepG2 viability: kills HepG2 cells in TGF-b inhibitor counter-screen | HepG2 CAGA-GFP viability, ATP luminescence, 18 h | Potency, µM (doses to about 46.1 µM), for inactives: at the top dose activity change, negative = cytotoxicity, hits mostly cytotoxic | actives 0.76% (n = 410,000) | AID 588856; note: potency is the fitted concentration of half-maximal effect; some results filed as inactive show a strong effect at the top dose
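CellTiter-Glo luminescence gave cytotoxicity after 18 hours at 37 degrees C. The cells were HepG2 CAGA-GFP in 1% FBS DMEM, stimulated with 500 pg/mL TGF-beta after compound addition. %Activity was normalised to no-cell wells (complete cell-killing) and DMSO (no toxicity), and curves were fitted and classified.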
S2 tox: viability counter-screen for ATXN expression inhibitors. S2 cells (HEK-293 line with an ATXN2-luciferase reporter) viability, CellTiter-Fluor protease fluorescence, 24 h. Potency, µM (doses to about 56.7 µM), usual class: cytotoxic. actives 0.49% (n = 400,000). AID 651635; note: potency is the fitted concentration of half-maximal effect; nearly all actives have a fitted effect of over 40% in size
EPAC2 ag: EPAC2 (human) agonism. EPAC2 activation, biochemical qHTS; response scale: 100% = 6.5 mM cAMP response. Potency, µM (series often up to 154 µM), for the others: at the top dose activation, usual class: activators. Q8WZA2. actives 0.079% (n = 360,000). AID 720711; note: potency is the fitted concentration of half-maximal effect; nearly all actives have a fitted effect of over 50% in size
Target sequence (Q8WZA2 whole entry, looked up): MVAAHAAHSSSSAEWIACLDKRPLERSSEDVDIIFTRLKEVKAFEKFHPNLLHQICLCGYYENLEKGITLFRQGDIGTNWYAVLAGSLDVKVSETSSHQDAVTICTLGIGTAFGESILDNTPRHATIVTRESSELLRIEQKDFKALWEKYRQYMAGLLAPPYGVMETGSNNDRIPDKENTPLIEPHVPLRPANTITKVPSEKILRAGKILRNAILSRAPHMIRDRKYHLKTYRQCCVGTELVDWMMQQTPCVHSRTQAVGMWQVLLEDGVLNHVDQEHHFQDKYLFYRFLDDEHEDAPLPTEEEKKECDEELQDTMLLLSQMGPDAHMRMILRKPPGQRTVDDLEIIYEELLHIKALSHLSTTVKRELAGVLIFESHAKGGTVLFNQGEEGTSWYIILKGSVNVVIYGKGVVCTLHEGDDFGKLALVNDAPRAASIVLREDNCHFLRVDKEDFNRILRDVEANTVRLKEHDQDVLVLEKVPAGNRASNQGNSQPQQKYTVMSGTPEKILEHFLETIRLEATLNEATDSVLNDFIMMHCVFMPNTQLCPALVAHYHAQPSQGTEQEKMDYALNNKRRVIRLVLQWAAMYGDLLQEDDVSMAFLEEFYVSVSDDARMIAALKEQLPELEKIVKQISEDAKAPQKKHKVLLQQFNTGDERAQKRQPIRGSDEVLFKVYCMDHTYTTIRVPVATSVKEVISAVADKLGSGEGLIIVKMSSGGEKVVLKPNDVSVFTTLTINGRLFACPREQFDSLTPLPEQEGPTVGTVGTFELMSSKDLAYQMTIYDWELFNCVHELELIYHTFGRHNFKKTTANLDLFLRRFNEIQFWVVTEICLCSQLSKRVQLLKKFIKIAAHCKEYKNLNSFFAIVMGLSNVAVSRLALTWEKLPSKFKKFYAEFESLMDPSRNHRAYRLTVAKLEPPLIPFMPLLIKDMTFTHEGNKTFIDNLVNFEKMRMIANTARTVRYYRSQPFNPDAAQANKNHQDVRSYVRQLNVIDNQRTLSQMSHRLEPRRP
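In this primary screen, activation is scored as increased exchange of BODIPY-GDP from Rap1B by 100 nM EPAC2, with 50 uM GDP as competitor. Signal is normalized to the 6.5 mM cAMP agonist control.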
Nrf2 inh: inhibitors of Nrf2 signaling | A549 ARE-Fluc reporter, luciferase luminescence, 18-24 h | Potency, µM (top dose mostly 46 µM), inactives show top-dose activity change, negative = inhibition, actives largely listed as inhibitors | actives 2.1% (n = 360,000); note: potency is the fitted concentration of half-maximal effect; % is set by controls: 0 for no effect and ±100 for the full control effect; nearly all actives have a fitted effect of over 60% in size
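Cells were seeded and rested 2 h, then exposed to compounds for 18-24 h. CellTiter-Fluor was read first as a viability measure. BugLite was added 15 min before the final luminescent read of ARE-luciferase activity in A549 cells.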
TGFb SMAD3 inh: TGF-b pathway inhibition. HepG2 CAGA-GFP TGF-b/SMAD3 reporter, GFP fluorescence, 18 h; TGF-beta stimulated, 500 pg/mL final. Potency, µM (top dose mostly 46.1 µM), for inactives: top-dose activity, negative = inhibition, hits mostly inhibitors. actives 1.2% (n = 410,000). AID 588855; note: potency is the fitted concentration of half-maximal effect; % is set by controls: 0 for no effect and ±100 for the full control effect; nearly all actives have a fitted effect of over 65% in size
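HEPG2 CAGA-GFP, 1000 cells/well; 2 h settle, 37 C; cpd via pin tool; TGF-b 500 pg/mL final; 18 h, 37 C; GFP imaging ex488/em500-530; %Activity normalised to -TGF-b and +DMSO controls; CRC fit, curve class.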
A549 viability: A549 cytotoxicity, counter-screen for Nrf2 inhibitors. A549 ARE-Fluc cells, CellTiter-Fluor viability, 18-24 h. Potency, µM (series often up to 46 µM), inactives show at the top dose activity change, negative = cytotoxicity, actives largely listed as inhibitors. actives 0.16% (n = 390,000). AID 504648; note: potency is the fitted concentration of half-maximal effect; % is set by controls: 0 for no effect and ±100 for the full control effect
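A549 ARE_Fluc cells in 5% FBS OPTI-MEM were exposed to compounds in concentration-response for 18-24 h at 37 deg C. Viability was read by CellTiter-Fluor fluorescence (Ex 405/Em 525) after 30 min, before the luciferase read.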
Nrf2 ARE act: activators of Nrf2 (ARE) signaling; AREc32 ARE-luciferase reporter (MCF7-derived line), luminescence, 24 h; actives 0.31% (n = 410,000); Potency, µM (highest dose often 46.1 µM), inactives show at the top dose activation, actives largely listed as activators; note: potency is the fitted concentration of half-maximal effect; % of control where 0% means no effect; nearly all actives have a fitted effect of over 65% in size
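AREc32 cells carrying an ARE-driven firefly luciferase reporter were seeded at 1000 cells/well in OPTI-MEM with 5% FBS, then exposed to compound for 24 hr at 37 deg C. Luminescence was read with Steady-Glo after 30 min at RT.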
ATXN2 expr inh: reduces ATXN2 reporter expression in HEK-293 cells; actives 0.72% (n = 360,000); AID 1745845; Potency, µM (top dose mostly 57 µM), inactives show top-dose activity change, negative = inhibition, actives largely listed as inhibitors; HEK-293 ATXN2-luciferase reporter, luminescence, 24 h; note: potency is the fitted concentration of half-maximal effect; % is set by controls: 0 for no effect and ±100 for the full control effect; nearly all actives have a fitted effect of over 55% in size
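ATXN2-luciferase reporter cells (luciferase flanked by upstream and downstream ATXN2 gene portions) were treated 24 h at 37 °C with compounds at up to 57 uM. SteadyGlo luminescence gave expression; GF-AFC fluorescence gave viability.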
IL2 activator: activates IL-2 in a cell-based reporter assay | actives 0.065% (n = 360,000) | IL-2 activation reporter assay, cell-based qHTS; stimulated with anti-CD3/CD4/CD28 beads; in transgenic mouse T cells | activation, % (series mostly up to about 46 µM); in the data active = activation above about 50%; inconclusive = mostly about 30% to 49%; note: 0% is about no effect
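Unstimulated transgenic mouse T cells, 750 per well, received compound and, after 60 minutes, anti-CD3/anti-CD4 bead plus anti-CD28 stimulation. EGFP and DsRed were quantified after 18 hours.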
Numbers without * were called inactive; i = inactive; ? = inconclusive; . = not tested or not shown; & = joins results of further samples; [ ] = another dose, or the depositor's remark. Unless noted, calls come from the whole dose curve; as a rule, active = well fitted curve in the direction sought with a large enough effect; inconclusive = small, poorly fitted or top-dose-only effect, or another doubt; inactive = no such curve, though single readings can be large; an effect the other way counts as inactive or inconclusive.

The line under a structure holds: HepG2 viability, S2 tox, EPAC2 ag, Nrf2 inh, TGFb SMAD3 inh, A549 viability, Nrf2 ARE act, ATXN2 expr inh, IL2 activator
CCOC(=O)C1=C(CNCCc2ccc(Cl)cc2)NC(=O)NC1c1ccc2c(c1)OCO2 (stereo not given)
→ -39%, ?, 12%, ., ?, -12%, 5.0%, ?, -0.2
COC(=O)c1cc(NC(=S)N2CCN(c3ccccn3)CC2)cc(C(=O)OC)c1
→ 0%, i, 2%, ?, 2%, 3%, -0.4%, 6%, -2.0
CCOC(=O)C1CCN(c2ncnc3c2oc2ccc(Cl)cc23)CC1
→ -21%, i, ?, 4%, -7%, -7%, 4.5%, -10%, -0.7
Cc1ccc(S(=O)(=O)N2CCN(C(=O)c3ccc4c(c3)OCO4)CC2)cc1
→ -6%, i, 27%, ?, 0%, 8%, -0.3%, -4%, -0.6
CN1C(=O)CC(C(=O)O)SC1=Nc1cc(Cl)c(O)c(Cl)c1 (stereo not given)
→ -8%, ., -1%, -23%, -1%, -11%, -0.9%, ., 0.6
OCC[C@@H]1C[C@H](O)[C@@H](O)[C@@]2(OCc3ccc4ccccc4c32)O1
→ -5%, i, 10%, ., -20%, ., -0.5%, 8%, 0.1
CC1CCN(S(=O)(=O)c2cn(CC(=O)Nc3ccc(F)cc3)c(=O)c3ccccc23)CC1
→ 1%, i, ., 5%, -4%, -16%, -0.4%, 127%[activator], .
Cc1ccc(Cl)cc1N1CCN(C(=O)C2CCN(S(=O)(=O)c3cccnc3)CC2)CC1
→ -38%, i, 0%, ?, 11%, -1%, 3.7%, -11%, -0.8
Cc1ccc(NC(=O)CS(=O)CC(=O)N(c2ccc(C)cc2)C(C)C(=O)NC2CCCCC2)cc1 (stereo not given)
→ -15%, i, -1%, 4%, -16%, -10%, 0.0%, -12%, 4.4
NS(=O)(=O)c1ccc(CCNC(=O)C(=O)c2cn(CC(=O)N3CCOCC3)c3ccccc23)cc1
→ 3%, i, -1%, 0%, 9%, -6%, -0.5%, -5%, -1.4
N#CCCN(C(=O)COC(=O)CCc1nc2ccccc2c(=O)[nH]1)c1ccc(F)cc1
→ -8%, i, 3%, 6%, -24%, 4%, -0.1%, -10%, 3.5
CC1CCCC(NS(=O)(=O)c2cc3c(cc2Cl)NC(=O)CO3)C1C (stereo not given)
→ -24%, i, 3%, -19%, -4%, 3%, -0.1%, 0%, 0.2
C#CCNC(=O)C[C@@H]1C[C@@]2(C(=O)OC)CCCCC=C2N(Cc2cccc3ccccc23)C1=O
→ ., ?, 5%, ., ., ., -0.8%, -25%, -0.6
Cc1cccc2cc3c(N)c(C(=O)N4CCCc5ccccc54)sc3nc12
→ 0%, ?, 11%, -6%, 90%[activator], -14%, -1.0%, -4%, 5.5
CCc1ccccc1NC(=O)CN(c1ccc(OC)cc1)S(=O)(=O)c1c(C)n[nH]c1C
→ -27%, i, ., -25%, -32%, -4%, -0.5%, -9%, .
N#Cc1cccc(NC(=O)CC2CCCCC2)c1
→ 0%, i, 4%, -7%, 1%, -6%, -0.6%, 17%, -0.8
O=C(COc1ccc([N+](=O)[O-])cc1Cl)NCCc1ccccc1
→ -3%, i, 0%, 2%, -7%, 1%, 2.2%, 8%, 0.6
Cc1cc(C)[n+](C)n1CC(O)Cn1c2ccccc2c2ccccc21 (stereo not given)
→ 2%, i, 8%, -11%, 0%, 0%, -0.4%, -12%, 0.0
Cc1ccc([N+](=O)[O-])cc1S(=O)(=O)Nc1cccc(S(=O)(=O)NC2=NCCC2)c1
→ -2%, i, 2%, 20%, ?, 1%, 0.2%, 3%, 3.8
CC(=O)c1cccc(NC(=S)NCCc2ccc(Cl)cc2)c1
→ -20%, i, 9%, -22%, -19%, 2%, 0.4%, -5%, -6.3
O=C(CNC(=O)c1ccc(Br)o1)NNC(=O)c1ccccc1
→ 21%, i, 4%, 7%, -4%, -10%, -1.0%, 7%, -2.4
Cc1ccc(-c2nc(CS(=O)(=O)CC(=O)NCc3ccc(Cl)cc3)c(C)o2)cc1
→ -20%, ., ., ?, ?, -3%, -1.2%, ., .
Cn1nc(C(C)(C)C)cc1C(=O)NNC(=O)c1ccc(C(F)(F)F)cc1
→ -26%, i, -3%, 21µM*, ?, 13%, 2.3%, ., -1.0
Cc1c2c(nc3ccccc13)CCC(C(C)(C)C)C2 (stereo not given)
→ -19%, i, 11%, ?, -11%, 1%, 4.4%, 29%, 0.8
Cc1cc(/C=N\NC(=O)COc2cccc3cccnc23)c(C)n1-c1ccc(Br)cc1
→ -11%, ?, 14%, -5%, ?, 1%, 0.5%, -17%, 0.4
CCCCn1c(N)c(N(CCOC)C(=O)c2ccc(-c3ccc([N+](=O)[O-])cc3)o2)c(=O)[nH]c1=O
→ -15%, i, 4%, -6%, 16%, -12%, 1.6%, 22%, 0.9
Cc1ccc(CC2(c3ccccc3)NC(=O)NC2=O)cc1 (stereo not given)
→ 20%, i, 4%, -5%, 12%, 1%, 2.9%, -18%, 0.4
O=C(COC(=O)c1cc(=O)[nH]c(=O)[nH]1)Nc1cccc(Cl)c1
→ -8%, i, 8%, 7%, 10%, 0%, 0.4%, -2%, 4.0
O=C(CNS(=O)(=O)c1ccccc1)N/N=C/c1ccccc1[N+](=O)[O-]
→ 2%, i, 5%, ?, 26%, -12%, 22%, 13%, -0.5
CSc1cccc(NC(=S)N(CCC(C)C)C(C)c2ccncc2)c1 (stereo not given)
→ -2%, i, 12%, 2%, ?, 14%, -0.2%, ., -0.3
CC(=O)c1ccc(OCCCC(=O)Nc2ccc(C)c(S(=O)(=O)N(C)C)c2)cc1
→ 5%, i, 3%, ?, 0%, 1%, 6.3%, 1%, -4.5
C=C(C)Cn1c(=S)[nH]c2ccccc2c1=O
→ 5%, ?, 5%, -13%, -16%, 2%, -0.3%, 0%, -1.1
CC(C)Cn1c(N)c(C(=O)COC(=O)c2cccnc2Cl)c(=O)n(C)c1=O
→ 1%, ., -3%, -15%, ?, -7%, 0.0%, ., 0.9
Cc1c(C(=O)N2CCCCC2C)sc2ncnc(N3CCc4ccccc4C3)c12 (stereo not given)
→ -14%, i, 10%, -12%, -25%, 1%, -0.8%, -18%, 4.3
O=c1cc(-c2cccc(Br)c2)nc(-c2ccccc2F)o1
→ -12%, i, -6%, ?, -19%, ?, 0.2%, -3%, -3.9
CCOc1ccc(NC(=O)CC2C(=O)N(c3ccc(Cl)cc3)C(=O)N2Cc2cccs2)cc1 (stereo not given)
→ -22%, ., ., -19%, -19%, -12%, 0.6%, ., .
O=C(O)c1ccc(N/N=C/c2ccc(-c3ccc(Br)cc3)o2)cc1
→ 8%, i, -2%, -3%, 4%, ?, 4.7%, 94%[activator], 0.4
O=c1ccc2ccc(OCc3nnc(-c4ccccc4Br)o3)cc2o1
→ 5%, i, -10%, -26%, -38%, ., 2.5%, 19%, 0.8
Cc1ccc(S(=O)(=O)/N=C(/c2ccc(F)cc2)N(C)C)cc1
→ -1%, i, 4%, -5%, -2%, 9%, 0.3%, -7%, 0.1
CCCC[C@@H]1C=C(C(=O)O)[C@H](c2ccc(C#N)cc2)N1S(=O)(=O)c1ccc(C)cc1
→ -3%, i, -7%, -4%, -5%, -6%, 0.1%, 0%, -0.1
Cc1cc(C)nc(Nc2cccc3ccccc23)n1
→ 4%, i, 12%, -10%, 10%, 0%, 3.0%, ., 0.2
CCOc1ccccc1C(=O)NC1CCNCC1
→ -9%, i, 5%, 15%, -17%, 14%, -0.6%, 1%, 0.9
Cn1c(COc2ccccc2)nnc1SCC(=O)Nc1nnc(C2CC2)s1
→ 0%, i, -3%, -2%, 15%, 0%, -0.5%, 0%, -3.0
CC(Nc1ccc(-c2nc(-c3ccco3)no2)cc1[N+](=O)[O-])c1ccccc1 (stereo not given)
→ -3%, i, ., ?, -3%, -1%, 28%, 30%, .
Cc1ccc(S(=O)(=O)N2CCC(C(=O)Nc3ccc4c(c3)OCO4)CC2)cc1
→ -20%, ., 3%, -11%, -22%, -1%, -0.6%, ., -1.4
O=C(Nc1ccsc1C(=O)O)c1cccc(Oc2ccccc2)c1
→ -22%, i, 9%, ?, 7%, -3%, -2.2%, 25%, -5.5
CONC(=O)c1cc(OCC(F)(F)F)ccc1OCC(F)(F)F
→ 7%, i, 9%, -13%, -8%, ., -0.7%, 7%, 0.0
CC1(C)Cc2c(C#N)c(OCC(=O)c3ccc(Cl)cc3)nc(-c3ccco3)c2CO1
→ -8%, i, -9%, -12%, 3%, 0%, 0.4%, -5%, 6.5
CCOC(=O)NC(=O)/C(C#N)=C(/C)N(C)C
→ 2%, i, 2%, 6%, -1%, -2%, 0.4%[9.22 µM], 5%, -2.2
CCOC(=O)c1sc(NC(=O)C(CC)Sc2nnc3c4ccccc4n(CC)c3n2)nc1C (stereo not given)
→ -5%, i, 0%, -4%, 3%, -1%, -1.0%, 1%, -0.9
CN(C(=O)COC(=O)c1cc([N+](=O)[O-])ccc1Sc1ccccc1)C1CCS(=O)(=O)C1 (stereo not given)
→ 0%, i, 9%, 1%, 9%, 1%, 0.7%, 7%[11.3 µM], 20
Cc1ccc(NC(=O)CSc2nnc(-c3ccccn3)n2N)cc1F
→ -24%, i, 6%, -9%, 5%, -2%, 0.1%, -24%, -3.8
Cc1cccc(CC(=O)N2CC(=O)Nc3ccc(C)cc3C2c2ccc(F)cc2)c1 (stereo not given)
→ -1%, ?, ., 1%[9.27 µM], -21%, 1%, 8.1%, -15%, .
COc1ccccc1-n1c(SCC(=O)OC(C)C)nc2cccnc21
→ 1%, i, 6%, 2%, -8%, 0%, 0.4%, -13%, -3.7
COc1ccc(CNC(=O)CN2C(=O)COc3ccc(S(=O)(=O)N4CCC(C)CC4)cc32)cc1
→ 1%&-3%, i, 2%, -22%&-2%, ?, -23%&-11%, -0.2%&0.1%, -3%, -3.2
